NS3 helicase inh: HCV NS3 helicase inhibition | NS3 helicase DNA unwinding, Cy5 molecular beacon fluorescence | inhibition, % at 10.9 µM | hit rate 0.56% among 290,000 | AID 1800;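 active means inhibition above the mean of all tested compounds plus 3 SD, set per campaign, cut at about 35% in these data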;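 further: 0% = DMSO wells and 100% = thioflavine S control wells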
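assay system = NS3 helicase fragment of HCV | buffer or medium = MOPS pH 6.5, MgCl2, DTT, Tween20, BSA | timing = 60 min unwinding reaction at 25 °C after ATP addition | signal = Cy5 beacon fluorescence read at start and 1 h | read-out basis = % inhibition of unwinding | control set = low DMSO, high thioflavine S at 110 µM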
CRFR2-BP ag: agonists of human CRF-binding protein/CRF-R2 receptor complex; HEK293 CRF-R2/CRF-BP, calcium dye fluorescence (FLIPR); percent of saturating CRF peptide response; activation, % at 13.2 µM; hit rate 0.46% among 350,000;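 active means activation of at least 50%, plus an integration ratio under a set limit after plate pattern correction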;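 further: plate controls were neutral control wells without compound for no effect and CRF at EC100 for full effect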
FID counter: counter-screen for HCV NS3 helicase inhibitors: DNA intercalator displacement. DNA fluorescent intercalator displacement, fluorescence. inhibition, % at 7.9 µM. hit rate 0.17% among 290,000. AID 1845; in the data active means inhibition above about 37%;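 further: 0% = vehicle and 100% = reference compound; higher means more ethidium bromide displaced from hairpin DNA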
MEKK2wt PB1 HTS: raises or lowers MEK5 binding to wildtype human MEKK2 PB1 domain. Q9Y2U5. bead flow cytometry, Alexa488-MEK5 binding to MEKK2 WT; actives lie on both sides. binding response (% of control), % at 10 µM. hit rate 1.1% among 290,000. AID 1531; in the data active means binding response below about 67% or above about 130%
MEKK2 mut-MEK5: signal of MEK5 binding to mutant human MEKK2 PB1 domain | hit rate 0.35% among 290,000 | percent response, % at 10 µM | AID 1530 | bead flow cytometry, Alexa488-MEK5 binding to MEKK2 mutant; in the data active means percent response above about 24%, passing the limit was not always enough; further: inactives centre near 1; some results filed as inactive read as strong as hits
MEKK3 PB1 HTS: raises or lowers MEK5 binding to the human MEKK3 PB1 domain; bead-based flow cytometry, Alexa488-MEK5 binding to MEKK3; actives lie on both sides; 0 = blocked by unlabeled MEK5, 100 = vehicle; AID 1529; binding response (% of control), % at 10 µM; hit rate 1.4% among 290,000; Q99759;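 active means binding response more than 3 SD above or below the average of its plate-row segment, actives on both sides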;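 further: Alexa488 bead fluorescence after subtracting the streptavidin-only scavenger bead signal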
Target sequence (Q99759 whole entry, looked up, the tested form may be a part): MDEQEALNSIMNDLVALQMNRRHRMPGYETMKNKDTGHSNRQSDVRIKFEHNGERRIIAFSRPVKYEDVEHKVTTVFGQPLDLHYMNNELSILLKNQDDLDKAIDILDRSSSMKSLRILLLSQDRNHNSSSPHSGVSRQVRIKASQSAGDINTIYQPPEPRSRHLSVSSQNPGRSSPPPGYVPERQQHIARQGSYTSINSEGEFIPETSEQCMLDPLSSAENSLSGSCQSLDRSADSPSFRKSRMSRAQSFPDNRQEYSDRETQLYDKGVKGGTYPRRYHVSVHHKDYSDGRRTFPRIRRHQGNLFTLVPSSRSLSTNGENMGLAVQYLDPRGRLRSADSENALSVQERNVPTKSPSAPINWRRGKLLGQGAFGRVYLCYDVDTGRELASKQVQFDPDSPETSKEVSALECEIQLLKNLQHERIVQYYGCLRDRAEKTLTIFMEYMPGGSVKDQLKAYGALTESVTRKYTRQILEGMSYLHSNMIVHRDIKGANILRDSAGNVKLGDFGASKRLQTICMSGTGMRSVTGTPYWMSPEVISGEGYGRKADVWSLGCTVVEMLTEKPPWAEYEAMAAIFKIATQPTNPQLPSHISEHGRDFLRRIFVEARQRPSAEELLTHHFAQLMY
CRFR2-BP antag: antagonists of CRF-binding protein/CRF-R2 receptor complex | hit rate 0.59% among 350,000 | inhibition, % at 11.8 µM | HEK293 CRF-R2/CRF-BP, CRF-induced calcium fluorescence;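 active means inhibition of the ligand-induced calcium signal above about 50% at the single tested concentration, limit read from the data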
GalR3 antag: blocks the human galanin receptor 3 | O60755 | HEK293 GalR3-CNG cAMP membrane potential fluorescence; galR3 body fused to GalR1 C-terminus | hit rate 0.44% among 360,000 | AID 651719 | inhibition, % at 3 µM;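 active means inhibition above the screen-wide average plus 3 SD, cut at about 13% in these data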;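 further: forskolin and galanin both at EC90 stimulate the cells; cAMP rise reported by CNG channel membrane potential dye signal; 0% = forskolin plus galanin with DMSO and 100% = forskolin alone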
UBC9 SUMO inh: blocks human SUMOylation mediated by UBC9 | P63279 | inhibition, % at 35 µM | hit rate 0.36% among 290,000 | HTRF SUMOylation assay, SAE1/SAE2 + UBC9, in vitro | AID 2006; in the data active means inhibition above about 50%, passing the limit was not always enough; further: strong numbers were not always called active
Target sequence (P63279 whole entry, looked up): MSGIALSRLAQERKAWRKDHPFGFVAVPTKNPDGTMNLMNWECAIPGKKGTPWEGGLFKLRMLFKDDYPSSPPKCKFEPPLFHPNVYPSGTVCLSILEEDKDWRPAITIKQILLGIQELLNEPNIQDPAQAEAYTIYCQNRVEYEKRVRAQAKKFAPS
An asterisk follows results filed as active; / = no result given; [ ] = remark or other dose.

SMILES	NS3 helicase inh	CRFR2-BP ag	FID counter	MEKK2wt PB1 HTS	MEKK2 mut-MEK5	MEKK3 PB1 HTS	CRFR2-BP antag	GalR3 antag	UBC9 SUMO inh
CCN1C(=O)CS/C1=N\S(=O)(=O)c1ccc(Cl)cc1	5	-0.7	-19	102	-1	111	-1	-4	1
C(#Cc1ccc(C#CCN2CCCC2)cc1)CN1CCCC1	8	7.2	5	/	/	/	-9	-6	3
COC(=O)CSc1nc(-c2ccc(F)cc2)cc(C(F)(F)F)n1	-1	2.8	2	102	4	93	-4	0	5
O=S(=O)(NCCOc1ccc(F)cc1)c1ccc2c(c1)OCCO2	-5	-7.5	-5	2.0*[inhibitor]	-18	2.0*[inhibitor]	3	-4	2
NC1=NCc2ccccc21	2	0.3	2	105	2	106	10	-6	3
Cc1ccc(OCC(=O)N/N=C2/SCC(=O)N2Cc2ccccc2)cc1	8	-1.0	-20	99	0	101	34	-7	-4
Cc1cc(=O)oc2c1c(C)nn2-c1ccc(Cl)cc1	4	-0.1	-1	101	-3	99	-12	-3	11
CC(C)Nc1oc(Cc2cccc3ccccc23)nc1C#N	-1	-8.7	-6	94	-6	98	35	-4	6
Cc1cc(C(=O)O)ccc1-c1ccc(/C=C2\NC(=O)N(Cc3ccccc3Cl)C2=O)o1	22	2.8	8	97	-2	106	-41	/	32
COc1cccc(NC(=S)N(Cc2ccccn2)Cc2ccccc2Cl)c1	10	-0.8	-13	103	2	104	2	3	-4
Cc1ccc(SCC(=O)c2cc(C)c(O)c(C)c2)cc1	-4	-1.0	-4	104	4	105	15	-11	-5
O=[N+]([O-])c1ccc(-c2csc(N3CCc4ccccc4C3)n2)cc1	3	0.8	-1	95	-2	94	-17	3	9
CCC1c2ccc(C)n2CCN1C(=O)Nc1ccccc1C(=O)OC (stereo unspecified)	4	3.6	-6	106	5	100	-2	-3	0
O=C(Cc1nnc(NC(=O)Nc2ccc(Cl)cc2)s1)NCc1ccccc1	-2	-0.6	0	97	0	101	4	8	2
O=C(CN(C(=O)CNS(=O)(=O)c1ccc(F)cc1)c1ccccc1F)NCc1ccco1	2	-0.7	-19	97	-2	104	1	-7	-5
CC(C)Oc1ccc(C(=O)Nc2cccc3cccnc23)cc1	-6	0.3	-15	98	2	102	-1	-6	6
O=c1[nH]c(N2CCOCC2)nc2ccccc12	-6	-1.4	1	110	5	111	2	-8	3
OC(COc1ccccc1F)CN1CCC(Cc2ccccc2)CC1 (stereo unspecified)	-6	-1.6	8	113	8	103	-6	-12	-2
N#CC1=C(N)C(C#N)(C#N)C(c2cccnc2)C2CCCC=C12 (stereo unspecified)	-3	/	-2	93	-9	90	/	/	8
O=C(Nc1cc(Cl)cc(Cl)c1)c1ccno1	2	7.9	-4	107	8	107	-41	-8	1
COc1ccccc1CC(=O)Nc1ccccc1O	4	-2.4	-2	100	7	99	7	-8	18
CCC(c1nnc(SCC(=O)Nc2ccc(C(=O)N(C)C)cc2)n1Cc1ccccc1)N(C)C (stereo unspecified)	7	-1.1	-15	103	2	100	-5	0	15
CC(C)CSc1nsc(N)n1	6	2.7	-2	106	5	108	23	-8	3
C=COCCNC(=O)C1CC(=O)N(c2ccc(C)cc2)C1 (stereo unspecified)	-2	1.4	-5	103	4	101	-8	-1	8
CC(C)CC1(C)N=C(c2ccccc2)C(=S)N1 (stereo unspecified)	-4	1.0	0	101	1	101	-24	4	-12
Cc1cc(OCC(=O)NC2CC(C)(C)NC(C)(C)C2)c2c(C)cc(=O)oc2c1	3	0.2	7	97	-2	93	2	/	/
CN1C(=O)c2ccc(N(C)C)cc2C1=O	10	3.3	7	110	3	98	-6	4	5
Cc1cc(NC(=O)COC(=O)c2oc3c(Cl)cccc3c2C)no1	4	-1.1	-6	100	2	105	-1	-12	16
Cc1cc(C)cc(N(C(=O)c2csnn2)C(C(=O)NC(C)(C)C)c2cccs2)c1 (stereo unspecified)	-8	1.3	-32	103	4	104	-4	-5	-6
CN(C)Cc1nnnn1-c1cccc(-n2nnnc2CN(C)C)c1	-2	-0.8	-3	103	1	103	15	-6	-5
CCN(CC(O)CON=C1c2ccccc2-c2ccccc21)S(=O)(=O)c1ccc(Cl)cc1 (stereo unspecified)	8	5.2	-16	102	-1	107	-39	0	-15
CCOC(Cn1c(-c2ccc(OC)cc2)nc2ccccc21)OCC	1	-0.7	-16	103	6	102	2	-5	5
Cc1ccc(C(=O)c2ccccc2C(=O)OCC(=O)Nc2cccc([N+](=O)[O-])c2)cc1	3	3.0	2	98	7	100	-10	-9	-18
O=C(Cn1cnc2c(oc3nc4c(cc32)CCCC4)c1=O)Nc1ccccc1	4	0.5	-9	102	5	101	-3	-5	27
Cc1ccc(S(=O)(=O)N2c3ccccc3CC2C)cc1 (stereo unspecified)	-3	3.4	-7	98	-5	100	30	-9	4
COc1ccc(Nc2nc(-c3cccs3)nc3ccccc23)cc1	-6	-0.4	4	118	0	107	-61	4	6
O=C(c1ccc2c(c1)OCCO2)C1CCN(C(=O)Nc2ccc(F)cc2)CC1	-2	2.1	-19	102	0	101	13	-7	17
CCCCCc1ccc(-c2ccc(C(=O)O)cc2)nc1	12	0.6	-35	91	3	80	11	-6	8
COc1ccc(-c2coc3cc(O)ccc3c2=O)cc1O	15	-0.5	-7	98	1	102	4	-5	15
CC1(c2cc([N+](=O)[O-])cc([N+](=O)[O-])c2)CC(C)(C)N(C(=O)c2ccccc2)c2ccccc21 (stereo unspecified)	-4	3.7	-3	100	-1	109	-16	-6	16
CN(C)/C=C(\C(=O)c1ccc(F)cc1F)c1nnnn1-c1ccccc1	-4	-1.3	-7	102	1	102	6	-4	22
COc1ccccc1-c1cc(SC)c(C#N)c(=O)o1	-1	-1.7	-2	109	0	110	-1	3	21
O=C(CCNS(=O)(=O)c1ccccc1)N1CCC(Cc2ccccc2)CC1	-5	-0.2	-46	96	0	98	-8	-1	-5
CCOC(=O)N1CCN(c2ccncc2S(=O)(=O)N2CCCCC2)CC1	24	-4.6	-26	104	5	104	-7	1	8
Cn1ncc(S(=O)(=O)Cc2ccccc2)c(Cl)c1=O	2	0.6	2	90	-20	85	5	0	8
Cc1ccc2c(c1)N(C(=O)CCC(=O)N1CCOCC1)CC(C)O2 (stereo unspecified)	4	4.3	-17	100	-1	100	2	/	3
O=C(CNS(=O)(=O)c1ccccc1)NCC(=O)OCc1ccc(C(=O)c2ccccc2)cc1	19	-0.7	-26	92	-2	93	10	0	5
CC(=O)n1c2ccccc2c2c1c1ccccc1n2C	5	1.9	2	98	4	93	5	-1	22
Cc1cc(=O)nc2c3ccccc3n(CC(=O)NCCCN3CCCCC3C)n12 (stereo unspecified)	-3	-0.8	3	101	-1	99	-2	-1	-2
Cc1ccc2nsnc2c1NC(=O)c1ccc([N+](=O)[O-])cc1	-18	-0.3	6	97	-1	96	-2	3	0
Cc1cccc(CS(=O)(=O)Cc2ccc(C(=O)NC3CCCC3)o2)c1	0	-0.3	-34	101	2	101	3	-7	/
CC(C)=CCC12Oc3cc(O)ccc3C1(O)Oc1cc(O)c([C@H]3C=C(C)CC(c4ccc(O)cc4O)[C@H]3C(=O)c3ccc(O)cc3O)c(O)c1C2=O (stereo partly specified)	/	0.7	/	88	-1	97	0	/	/
O=C(CC1(O)C(=O)Nc2ccccc21)c1ccccc1O (stereo unspecified)	2	0.6	-5	100	1	87	5	-3	6
CC1CCCN(S(=O)(=O)c2ccc(N(C(=O)c3cnccn3)C(C(=O)NC3CCCCC3)c3cccs3)cc2)C1 (stereo unspecified)	-19	-3.4	-40	98	-1	100	-22	-1	-26
Cc1c(C(=O)N2CCCCC2)sc(NC(=O)C(C)C)c1C#N	-4	-0.2	-16	102	-4	92	8	2	23
O=C(Nc1cc(=O)[nH]c2ncnn12)c1ccccc1F	6	-0.2	1	91	-10	84	18	-8	14
COc1ccccc1/C=C1\SC(=O)N(CC(=O)NCCCn2ccnc2)C1=O	-14	-0.8	14	101	-3	101	-21	3	2
COc1ccc(NC(=O)N2CCCC2)cc1OC	-3	-0.2	0	88	-12	78	-3	0	-19
Cc1cccc2sc(N(CCCN(C)C)C(=O)CCS(=O)(=O)c3ccccc3)nc12	-23	5.3	31	119	11	102	-16	-2	1

Some of the entries so far, as comma-separated lines.
structure,NS3 helicase inh,CRFR2-BP ag,FID counter,MEKK2wt PB1 HTS,MEKK2 mut-MEK5,MEKK3 PB1 HTS,CRFR2-BP antag,GalR3 antag,UBC9 SUMO inh
O=C(CNS(=O)(=O)c1ccccc1)NCC(=O)OCc1ccc(C(=O)c2ccccc2)cc1,19,-0.7,-26,92,-2,93,10,0,5
CC(=O)n1c2ccccc2c2c1c1ccccc1n2C,5,1.9,2,98,4,93,5,-1,22
Cc1cc(=O)nc2c3ccccc3n(CC(=O)NCCCN3CCCCC3C)n12 (stereo unspecified),-3,-0.8,3,101,-1,99,-2,-1,-2
Cc1ccc2nsnc2c1NC(=O)c1ccc([N+](=O)[O-])cc1,-18,-0.3,6,97,-1,96,-2,3,0
Cc1cccc(CS(=O)(=O)Cc2ccc(C(=O)NC3CCCC3)o2)c1,0,-0.3,-34,101,2,101,3,-7,/
CC(C)=CCC12Oc3cc(O)ccc3C1(O)Oc1cc(O)c([C@H]3C=C(C)CC(c4ccc(O)cc4O)[C@H]3C(=O)c3ccc(O)cc3O)c(O)c1C2=O (stereo partly specified),/,0.7,/,88,-1,97,0,/,/
O=C(CC1(O)C(=O)Nc2ccccc21)c1ccccc1O (stereo unspecified),2,0.6,-5,100,1,87,5,-3,6
CC1CCCN(S(=O)(=O)c2ccc(N(C(=O)c3cnccn3)C(C(=O)NC3CCCCC3)c3cccs3)cc2)C1 (stereo unspecified),-19,-3.4,-40,98,-1,100,-22,-1,-26
Cc1c(C(=O)N2CCCCC2)sc(NC(=O)C(C)C)c1C#N,-4,-0.2,-16,102,-4,92,8,2,23
O=C(Nc1cc(=O)[nH]c2ncnn12)c1ccccc1F,6,-0.2,1,91,-10,84,18,-8,14
COc1ccccc1/C=C1\SC(=O)N(CC(=O)NCCCn2ccnc2)C1=O,-14,-0.8,14,101,-3,101,-21,3,2
COc1ccc(NC(=O)N2CCCC2)cc1OC,-3,-0.2,0,88,-12,78,-3,0,-19
Cc1cccc2sc(N(CCCN(C)C)C(=O)CCS(=O)(=O)c3ccccc3)nc12,-23,5.3,31,119,11,102,-16,-2,1

Assay outcomes as filed in PubChem.

These rows are one share of the data; rates above refer to the full screens.
